Bioassay records (PubChem BioAssay)
dFosB activator – enhances mouse delta FosB homodimer DNA binding. P13346. purified delta FosB, TAMRA-CDK5 oligo fluorescence polarization; percent of positive-control signal above neutral wells. activation, % at 25 µM. 340,000 tested, 0.99% active. AID 493131;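 active = mean activation above about 17%, with every replicate also reaching it, limit read from the data, passing the limit was not always enough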;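 also: fluorescence polarization rise as delta FosB binds a TAMRA Cdk5 AP-1 oligo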
V-ATPase pHluor – yeast V-ATPase proton transport regulation by pHLuorin | S. cerevisiae, pHLuorin cytosolic pH fluorescence | response, % at 10 µM | 350,000 tested, 0.37% active | AID 504577; in the data active = response mostly above about 7.3%, no sharp cut-off; inactive = mostly below about 5.4%; also: actives read high; inactives centre near 0; some compounds called inactive have numbers as strong as hits; reference of the scale not given here
PvdQ acylase – blocks Pseudomonas aeruginosa PvdQ acylase activity; AID 488965; inhibition, % at 10 µM; 340,000 tested, 0.063% active; purified PvdQ acylase, fluorescence plate reader; in the data active = inhibition above about 30%, passing the limit was not always enough;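 also: 0% = vehicle neutral wells and 100% = reference inhibitor wells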
HTR5A inv ctr – inverse agonist of human HTR5A in OPRM1-OPRD1 counter-screen; P47898; HTR5A cell line, luminescence, inverse agonism; inhibition, % at 9.3 µM; 340,000 tested, 0.083% active; AID 504634; in the data active = inhibition mostly above about 23%, no sharp cut-off; inactive = mostly below about 18%;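 also: 0% = cells with DMSO and 100% = no-cell wells with DMSO; some compounds called inactive have numbers as strong as hits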
CDK5 p35 inh – CDK5/p35 (human) kinase inhibition. 330,000 tested, 0.01% active. Q00535+Q15078. Recombinant CDK5/p35, ADP-Glo luminescence, 60 min. inhibition, % at 10 µM;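 active = highest replicate inhibition of at least 50% and at least 75% of replicates reaching 50%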;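 also: plate controls were DMSO neutral control for no effect and GW8510 at 10 µM for full effect; many of its hits are not listed in these tables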
HTR5A ag – counter-screen for OPRM1-OPRD1 agonists: human HTR5A agonism; P47898; HTR5A agonist assay, luminescence, cell-based; activation, % at 9.3 µM; 340,000 tested, 0.61% active; AID 504692; in the data active = activation mostly above about 9.5%, no sharp cut-off; inactive = mostly below about 7.6%;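 also: 0% = cells with vehicle only and 100% = reference agonist; strong numbers were not always called active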
Wnt act – activators of Wnt/beta-catenin signaling. Wnt/beta-catenin reporter cell assay, activator, plate reader. activation, % at 9.35 µM. 300,000 tested, 1.2% active. AID 743398; in the data active = activation above about 30%, passing the limit was not always enough;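 also: 0% = neutral control wells and 100% = positive control wells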
SR-BI DiI inh – blocks mouse SR-BI lipid uptake from DiI-HDL. 320,000 tested, 0.96% active. inhibition, % at 12.5 µM. ldlA[mSR-BI] CHO cells, DiI-HDL uptake fluorescence, 3 h. Q61009;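 active = mean replicate inhibition of at least 70% and a set share of replicates each scoring 70 or more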;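 also: 0% = median of neutral control wells and 100% = median of positive control wells; values of inactives mirror those of a sister screen read the other way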
NSD2 HMT inh – inhibitors of human histone methyltransferase NSD2; O96028; NSD2 peptide methylation, AlphaScreen, 120 min; inhibition, % at 12.5 µM; 310,000 tested, 0.54% active; AID 743445; in the data active = inhibition above about 50%
Target sequence (O96028 whole entry, looked up): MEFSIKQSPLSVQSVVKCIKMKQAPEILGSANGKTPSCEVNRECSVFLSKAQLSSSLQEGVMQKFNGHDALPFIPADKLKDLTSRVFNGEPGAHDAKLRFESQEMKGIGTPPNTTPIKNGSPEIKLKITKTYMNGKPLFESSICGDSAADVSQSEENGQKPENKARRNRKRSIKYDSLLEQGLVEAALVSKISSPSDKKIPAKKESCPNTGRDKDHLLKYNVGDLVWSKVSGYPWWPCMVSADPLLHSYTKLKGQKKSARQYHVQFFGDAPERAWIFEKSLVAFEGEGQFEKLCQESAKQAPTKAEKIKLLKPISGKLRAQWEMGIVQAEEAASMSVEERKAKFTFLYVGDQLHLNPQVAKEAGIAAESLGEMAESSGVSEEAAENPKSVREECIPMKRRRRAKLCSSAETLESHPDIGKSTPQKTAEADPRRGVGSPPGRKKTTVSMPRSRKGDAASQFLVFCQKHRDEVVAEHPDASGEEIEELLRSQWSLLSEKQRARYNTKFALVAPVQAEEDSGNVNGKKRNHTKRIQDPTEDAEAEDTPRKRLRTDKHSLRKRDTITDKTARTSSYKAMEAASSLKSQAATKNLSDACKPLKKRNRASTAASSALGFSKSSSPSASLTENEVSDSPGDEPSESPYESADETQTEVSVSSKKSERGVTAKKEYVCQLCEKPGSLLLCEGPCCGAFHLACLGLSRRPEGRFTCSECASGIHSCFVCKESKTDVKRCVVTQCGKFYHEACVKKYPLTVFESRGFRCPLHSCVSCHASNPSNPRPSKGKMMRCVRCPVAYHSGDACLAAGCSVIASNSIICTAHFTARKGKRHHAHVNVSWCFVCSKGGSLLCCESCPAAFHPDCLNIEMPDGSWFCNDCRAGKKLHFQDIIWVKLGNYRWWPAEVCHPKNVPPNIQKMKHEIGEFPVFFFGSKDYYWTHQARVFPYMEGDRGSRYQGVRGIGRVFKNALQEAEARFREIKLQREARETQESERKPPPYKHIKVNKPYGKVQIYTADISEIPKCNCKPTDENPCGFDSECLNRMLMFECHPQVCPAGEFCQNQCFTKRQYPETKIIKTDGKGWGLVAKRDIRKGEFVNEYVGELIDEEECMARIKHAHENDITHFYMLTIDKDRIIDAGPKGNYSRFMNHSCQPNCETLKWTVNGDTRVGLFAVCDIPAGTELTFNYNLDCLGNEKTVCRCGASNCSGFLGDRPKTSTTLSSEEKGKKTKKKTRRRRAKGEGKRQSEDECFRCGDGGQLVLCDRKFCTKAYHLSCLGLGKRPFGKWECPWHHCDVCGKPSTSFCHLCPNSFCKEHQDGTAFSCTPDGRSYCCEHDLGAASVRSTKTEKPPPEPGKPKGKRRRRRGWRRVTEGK
MITF act – MITF TRPM1 promoter activation in melanoma cells | activation, % at 12.5 µM | 300,000 tested, 0.75% active | SK-MEL-5 TRPM1-promoter luciferase, 24 h; % of positive control, neutral wells = 0;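 active = mean activation of at least 80% with every replicate also reaching 80%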;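 also: 0% = neutral control wells and 100% = parthenolide positive control wells; values of inactives mirror those of a sister screen read the other way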
Starred values were filed as active, the others as inactive; nt = no result given.

SMILES	dFosB activator	V-ATPase pHluor	PvdQ acylase	HTR5A inv ctr	CDK5 p35 inh	HTR5A ag	Wnt act	SR-BI DiI inh	NSD2 HMT inh	MITF act
Cc1ccc(S(=O)(=O)N2CCC(C(=O)N3CCC(C(=O)NCC4CCCO4)CC3)CC2)cc1 (stereo not drawn)	0.6	-0.8	-9.4	-7.9	0.6	2.6	-2.9	-6.8	-4.9	2.3
Cc1ccc(S(=O)(=O)N2CCN(C(=O)Cn3nc(C)c([N+](=O)[O-])c3C)CC2)c(C)c1	-4.1	-1.1	-9.3	12.9	-4.0	-4.4	-2.1	32.5	-2.3	-2.0
O=C(COC(=O)c1ccc(-c2ccccc2)cc1)Nc1ccccc1-c1ccccc1	-4.5	4.7	0.9	-3.9	-0.8	1.5	nt	-11.5	nt	3.8
CC(=O)c1ccc(NC(=O)C(C)OC(=O)C(C)Oc2cccc(C)c2)cc1 (stereo not drawn)	-6.8	-0.7	-2.0	-5.2	-3.4	-0.6	-2.2	-19.0	0.9	-8.9
c1ccc2sc(N3CCOCC3)nc2c1	1.2	4.1	-7.4	1.9	-0.2	0.4	17.9	-0.8	0.2	23.7
Cc1c(NC(=O)C(=O)/C=C(\O)c2ccc(Br)cc2)c(=O)n(-c2ccccc2)n1C	-8.1	-1.0	-8.6	5.6	-4.2	-1.5	0.5	-10.7	4.8	9.4
Cc1cc(C)c2oc(=O)cc(CN3CCN(Cc4ccccc4)CC3)c2c1	-8.9	0.0	-6.1	4.7	-1.3	-1.3	-0.7	3.5	1.1	-13.4
CCC(CC)C(=O)NCCc1ccc(OC)c(OC)c1	-2.7	-0.5	-4.1	8.4	nt	-2.2	14.7	-22.9	nt	2.3
CN(C)CCOCCOc1ccc(Cl)c2ccccc12	0.8	-1.4	-14.1	-36.5	0.2	3.3	-1.3	-0.3	8.0	3.4
COc1cc2c(cc1OC)CN(Cc1cc(=O)n3c(-c4ccccc4)csc3n1)CC2	-3.5	-1.1	-8.0	-1.2	-0.1	0.5	-1.5	9.7	nt	-9.4
C[N+]1(C)CC2([N+](=O)[O-])CC=C(Oc3ccccc3)C([N+](=O)[O-])(C2)C1 (stereo not drawn)	0.3	11.3	-6.7	13.4	0.0	-5.3	-4.1	11.5	0.1	-2.0
O=C(COc1ccccc1)NC1CCSC1=O (stereo not drawn)	-1.4	-0.8	11.4	1.6	0.9	-10.7	-1.1	-27.7	0.7	0.4
COc1ccc2c3c([nH]c2c1)C(C)N(CCC(=O)NN)CC3 (stereo not drawn)	-4.0	-0.4	-16.8	15.0	-0.1	-4.0	0.8	19.5	2.1	nt
O=C(O)COc1ccc(S(=O)(=O)NCCc2ccccc2)cc1	-1.8	0.9	2.2	-20.2	-0.5	7.3	8.2	nt	nt	-2.4
CC(=O)N1CCOc2ccc(S(=O)(=O)NCCc3ccc(Cl)cc3)cc21	-9.5	2.4	-3.3	-35.0	-1.0	0.6	-0.6	29.7	1.2	-8.2
O=C(OCCCc1cc2ccccc2c(=O)o1)c1ccco1	4.3	3.4	-17.3	-30.6	-3.3	-0.8	0.6	-23.7	nt	2.6
N#Cc1cc([N+](=O)[O-])ccc1N1CCN(c2ccccc2O)CC1	-23.4	1.2	-11.6	-0.2	-6.2	0.1	6.1	27.2	2.7	24.9
Cc1cccc(Oc2cc([N+](=O)[O-])cc3c2C(=O)Nc2ccccc2O3)c1	6.2	1.6	-5.1	-15.9	0.0	6.0	1.9	7.9	0.6	-10.6
CCCOc1ccc(C(=O)Nc2cccnc2)cc1	-4.6	2.2	-14.9	-2.3	-0.5	0.6	0.9	3.7	-0.7	nt
CCCn1cc(S(=O)(=O)c2ccc(C)cc2)c(=O)c2cc(OC)ccc21	-4.8	1.4	-15.6	25.7	1.1	1.2	-0.9	-0.6	-0.5	15.7
Cc1c(NC(=O)/C(=C/c2cccs2)c2cccs2)c(=O)n(-c2ccccc2)n1C	-9.3	4.1	-7.0	4.9	0.9	1.9	nt	-15.9	2.6	-5.7
O=[N+]([O-])c1ccc(Cl)cc1NCc1cccnc1	-6.9	10.4	2.6	12.5	0.4	-0.8	0.5	nt	11.2	nt
COc1ccc(NC(=O)CCCCCN2C(=O)[C@@H]3Cc4ccccc4CN3C2=O)cc1Cl	-3.1	-0.5	-8.5	-10.2	-0.7	2.7	-2.0	19.3	3.0	1.3
c1ccc(NC2=Nc3cccc4cccc2c34)cc1	-0.8	-1.9	-9.3	-1.1	0.7	5.0	0.4	19.1	0.5	11.8
CCOc1ccc(N/C=C\C(=O)c2ccc3c(c2)OCO3)cc1	-5.8	5.9	-1.9	0.6	-1.8	-2.7	0.1	48.4	-2.8	48.6
Additional compounds follow.
SMILES	dFosB activator	V-ATPase pHluor	PvdQ acylase	HTR5A inv ctr	CDK5 p35 inh	HTR5A ag	Wnt act	SR-BI DiI inh	NSD2 HMT inh	MITF act
O=C(CSc1nnc(-c2ccccc2F)n1C1CCCCC1)Nc1cc(C(=O)O)ccc1Cl	-4.3	0.2	-12.9	-5.5	-0.8	2.2	-1.3	3.6	-1.5	nt
O=C(Cc1ccccc1)N/N=C/c1cc(Br)cc(Br)c1O	38.9*	3.5	9.7	-1.3	2.6	0.4	-1.4	29.3	-0.2	-18.1
NC(=O)C1CCC(NC(=O)OCc2ccccc2)CC1 (stereo not drawn)	-10.3	3.6	-18.6	-9.5	-0.2	0.1	nt	-9.2	18.9	7.8
COC(=O)C(O)(CC(=O)Nc1ccc(OC)cc1)C(F)(F)F (stereo not drawn)	4.7	-0.2	-13.0	-2.4	0.4	4.9	-5.5	-0.4	-2.5	nt
COc1ccc(NC(=O)CCS(=O)(=O)c2ccccc2Cl)cc1S(=O)(=O)Nc1ccc(Cl)cc1	-9.1	-0.3	-7.6	-7.3	-1.1	-3.6	-2.7	nt	2.7	-4.2
COc1ccccc1NC(=O)CNC(=O)c1ccccc1	2.1	-6.4	-16.2	-15.3	0.2	-1.1	nt	-16.8	2.0	-3.0
OCC(O)C1OC(Oc2ccccc2)C(O)C(O)C1O (stereo not drawn)	-3.9	-3.4	-0.6	22.4	-2.8	-5.7	-4.1	-4.6	-13.4	8.9
CC(=O)C(C)Oc1cc(C)cc2oc(=O)c(C)c(C)c12 (stereo not drawn)	-13.1	-2.9	-8.3	-3.4	-0.8	-2.4	nt	-4.7	-0.4	9.2
NC(=S)n1[nH]c(-c2ccc([N+](=O)[O-])cc2)c(N=Nc2ccc(Cl)cc2)c1=O	-17.8	0.1	-14.3	8.5	2.0	-3.3	nt	103.8*	7.9	-54.2
Cc1nc(NC(=O)CSc2nnc3ccccn23)c(Cl)cc1Cl	3.6	2.6	-7.7	-11.0	2.6	4.3	nt	-15.8	4.4	-3.2
COc1ccc(N(CC(=O)NC2CCCC2)C(=O)Cn2nnc(-c3ccc(OC)c(OC)c3)n2)cc1	-8.7	0.2	-8.9	3.0	0.4	-1.1	2.6	80.0*	2.7	-1.9
CCN(CC)c1ccc2cc(C(=O)NCc3ccc(F)cc3)c(=N)oc2c1	1.2	-2.3	-20.5	-0.5	-2.4	0.1	0.8	-6.0	-5.0	4.8
O=C(CCCOc1ccc(Cl)cc1)N1CCCCC1	-3.7	-1.2	-16.6	1.4	-2.0	-1.2	6.9	-7.2	-0.5	49.2
CN(C)CC(=O)Nc1ccc(Oc2ccc(Cl)cc2)cc1	-6.9	3.7	-9.1	-0.4	0.0	-3.6	-2.5	-1.5	0.0	-1.2
COc1ccc(OC(C)C(=O)N2CCOCC2)cc1 (stereo not drawn)	-3.3	1.5	-17.9	-13.5	-0.4	3.7	-2.1	2.5	-0.6	-3.4
c1ccc2c3c(c(CN4CCCC4)cc2c1)COC3	-5.5	6.2	-6.5	11.9	-4.3	-4.8	-1.8	-9.9	3.0	-5.2
COc1cccc2cc(C(=O)N3CCCCC3C)c(=O)oc12 (stereo not drawn)	-1.5	2.1	-7.6	-18.3	1.6	5.0	nt	-23.4	-2.3	-0.7
COC(=O)c1sc(NC(=S)NC(=O)c2ccccc2)nc1C	-7.4	0.8	-18.9	20.4	2.3	-5.3	-3.6	-42.3	-2.6	11.7
CN(C(=O)c1ccco1)c1ccccc1C(=O)O	-1.8	0.5	18.3	-13.2	0.5	3.6	-2.0	-2.5	-2.1	-3.6
CCN(CC)CCNC(=O)CCCCCn1c(=O)[nH]c2cc(C(=O)OC)ccc2c1=O	-8.1	2.8	7.9	3.0	-0.4	1.6	nt	-38.3	38.3	nt
COc1ccc(OC)c(C2CC(=O)N3CN(c4ccccc4)CSC3=C2C#N)c1 (stereo not drawn)	-14.3	-2.6	-17.0	-5.0	-1.1	0.8	0.3	33.7	nt	nt
Cc1cccc([C@@H]2[C@@H]3C(=O)N(Cc4ccccc4)C(=O)[C@@H]3[C@]3(Cc4ccc(Cl)cc4)C(=O)N(c4cccc(Br)c4)C(=O)N23)c1	3.8	-0.5	0.9	6.8	-9.1	3.1	-3.5	-31.4	nt	6.2
N/C(=N\OC(=O)c1ccc(Cl)cc1)c1ccc(Cl)cc1	1.9	0.4	-8.0	-7.4	0.7	3.0	-1.4	nt	0.0	96.0*
CCOC(=O)CNC(=O)Cn1cnc2sc(C)c(S(=O)(=O)N3CCC(C)CC3)c2c1=O	-6.0	-1.1	0.5	-10.9	1.0	4.2	-0.3	6.5	-1.5	nt
COc1ccc(NC(=O)c2cccnc2Sc2ccccc2)c(OC)c1	-2.0	1.5	-5.5	-5.6	-5.4	2.1	0.2	34.8	-1.8	17.4
More results follow:
SMILES	dFosB activator	V-ATPase pHluor	PvdQ acylase	HTR5A inv ctr	CDK5 p35 inh	HTR5A ag	Wnt act	SR-BI DiI inh	NSD2 HMT inh	MITF act
Cc1ccc2c3c(c(SCC(=O)Nc4nonc4C)nc2c1)CCCC3	-15.2	0.3	0.2	-1.9	-0.8	-2.0	nt	23.1	6.2	4.1
COc1ccc(C(=O)NNC(=O)COc2ccc(Cl)cc2)c(OC)c1	-3.3	-1.1	1.8	-10.2	-0.7	-0.8	-1.1	-24.3	1.6	0.9
CCN1CCn2c1nc(N1CCOCC1)nc2=O	-8.0	1.7	-14.6	-14.9	-0.8	-0.1	-3.8	-12.6	-6.2	0.0
COc1ccc(-c2cc(C(=O)NCc3ccc(Cl)cc3)no2)cc1OC	-8.3	-7.4	7.0	-38.3	0.1	3.9	nt	9.0	-0.7	8.0
COc1ccc(NC(=O)c2c(N)no[n+]2[O-])c(OC)c1	-3.0	4.3	-12.4	3.9	0.3	-1.5	-1.6	13.1	-2.5	-6.2
CN(Cc1nc(-c2ccncc2)no1)S(=O)(=O)c1ccc(Br)cc1	-6.0	-0.8	-16.7	19.4	2.5	1.2	nt	5.2	-1.8	0.5
